Screens from PubChem BioAssay.
TRPV1 agonist = human TRPV1 agonism. Q8NER1. actives 0.19% (n = 320,000). TRPV1-expressing cells, Fluo-8 calcium influx, agonist mode. AID 540275. activation, % at 8.33 µM; in the data active = activation above about 80%; inconclusive = between about 30% and that limit; note: 0% is about no effect
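TRPV1-expressing cells were cultured overnight at 35.5C and loaded with Fluo-8 calcium dye for 40 to 90 min at room temperature. After a 10 s baseline, compound was added and calcium influx was read kinetically for 3 min (ex 480/em 520 nm).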
FBPA coupling cs = inhibits coupling enzyme system, counter-screen for aldolase hits | coupling enzyme system counterscreen, AmpLite Red fluorescence | actives 0.67% (n = 290,000) | AID 2472 | activity change, negative = inhibition, % at 58.2 µM, hits read low; in the data active = activity change below about -30%; note: % is set by controls: 0 for no effect and ±100 for the full control effect
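Activity here indicates interference with the coupling reaction, not aldolase inhibition. Compounds at 57.5 uM final met coupling enzymes for 10 min at RT; substrate and AmpLite Red detection followed, with a 525/598 nm fluorescence read after 20 min.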
Giardia kill = Giardia lamblia killing; Giardia lamblia trophozoite viability; AID 540267; activity change, % at 7.66 µM, hits read low; actives 0.15% (n = 340,000); in the data active = activity change below about -80%; inconclusive = between about -30% and that limit;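 note: parasites exposed to compound for two days anaerobically before the ATP read; % is set by controls: 0 for no effect and ±100 for the full control effect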
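Each well holds 100 Giardia trophozoites and compound. After two days (48 hrs) at 37 deg C in anaerobic conditions, ATP is quantified by luminescence.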
Menin MLL FP TR = inhibitors of human menin-MLL interaction, mutant MLL peptide; Potency, µM (titrated, usually from 61.6 µM), inactives show top-dose FP activity change, negative = inhibition, usual class: inhibitors; O00255; Menin + Texas Red MLL mutant peptide, fluorescence polarization; actives 0.23% (n = 270,000); AID 1768; active = well fitted inhibition curve with a large enough effect in the polarisation, with a control signal flat, not every such curve was filed as active; inconclusive = small, poorly fitted or top-dose-only effect, or effect the other way, or a change in a side signal; inactive = no such curve, though single readings can be large or run the other way; the % refers to the polarisation; note: potency is the fitted concentration of half-maximal effect; % of control where 0% means no effect; many of its hits are not listed in these tables
Target sequence (O00255 whole entry, looked up): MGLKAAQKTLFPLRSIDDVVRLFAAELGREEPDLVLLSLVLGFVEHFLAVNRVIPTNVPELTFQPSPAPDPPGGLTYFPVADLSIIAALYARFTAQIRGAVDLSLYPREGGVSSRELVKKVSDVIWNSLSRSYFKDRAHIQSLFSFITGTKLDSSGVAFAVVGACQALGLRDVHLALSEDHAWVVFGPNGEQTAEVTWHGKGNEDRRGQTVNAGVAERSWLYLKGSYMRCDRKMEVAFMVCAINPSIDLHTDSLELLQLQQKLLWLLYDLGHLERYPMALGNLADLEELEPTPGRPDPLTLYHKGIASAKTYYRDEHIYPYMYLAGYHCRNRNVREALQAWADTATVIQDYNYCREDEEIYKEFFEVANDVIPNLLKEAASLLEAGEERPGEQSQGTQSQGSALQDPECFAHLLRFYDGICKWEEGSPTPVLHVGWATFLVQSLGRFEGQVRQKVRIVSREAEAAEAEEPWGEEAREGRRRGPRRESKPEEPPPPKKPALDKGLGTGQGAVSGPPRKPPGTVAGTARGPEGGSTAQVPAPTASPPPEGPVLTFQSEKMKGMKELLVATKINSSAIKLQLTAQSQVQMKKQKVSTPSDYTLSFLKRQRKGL
hERG WT inh = inhibitors of human wildtype KCNH2 potassium channel; activity change, % at 1.84 µM; Q12809; AID 720551; actives 0.37% (n = 340,000); U2OS, BacMam KCNH2, thallium flux FluxOr; hits give low values;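 active = maximum activity change below -70%; inconclusive = maximum activity change between -70% and -50%; inactive = maximum activity change above -50%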; note: % is set by controls: 0 for no effect and ±100 for the full control effect
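U2OS cells were transduced with wild-type KCNH2 virus (2.03 x 10^8 / mL) for 4 h at room temperature, then cultured overnight at 37 C. Thallium flux was read with FluxOr dye. Rate constants were normalized to DMSO controls.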
The depositor's hits bear a star; & = joins results of further samples; [ ] = another dose, or the depositor's remark. Not all compounds are listed, so the mix of outcomes need not match the whole.

Results for CCS(=O)(=O)c1cccc(C(=O)N2CCN(c3nc4c(C)ccc(Cl)c4s3)CC2)c1 ?
TRPV1 agonist: 13; Giardia kill: 32[activator]

Results for COc1cccc(CNC(=O)c2ccc3c(c2)N(Cc2ccc(F)cc2Cl)C(=O)c2ccccc2S3)c1 ?
TRPV1 agonist: inconclusive; Giardia kill: -18

Results for O=S(=O)(Nc1cc(Br)cc2cccnc12)c1cccc2ccccc12 ?
TRPV1 agonist: 1; Giardia kill: -6

Results for COc1ccccc1Nc1cc(C(=O)NCCCN(C)C2CCCCC2)c2ccccc2n1 ?
TRPV1 agonist: 5; Giardia kill: -12

How did CN(c1ccccc1)S(=O)(=O)c1nnc(NC(=O)c2ccccc2)s1 do in these assays?
TRPV1 agonist: 4; Giardia kill: -18

Results for O=C(NCc1ccc2c(c1)OCO2)c1ccc2c(c1)N(Cc1cccc(Cl)c1)C(=O)c1ccccc1S2 ?
TRPV1 agonist: inconclusive; Giardia kill: 7

Results for O=S(=O)(Nc1cccc2cccnc12)C1CC1 ?
TRPV1 agonist: 3; Giardia kill: 7

Results for O=c1c2c(-c3ccccc3)csc2ncn1/N=C/c1cn(-c2ccccc2)nc1-c1cccs1 ?
TRPV1 agonist: -4; Giardia kill: inconclusive

What do the screens show for `COCCCNC(=O)c1ccc(-n2c(-c3ccccc3)cc3c2CCCCC3)cc1`?
TRPV1 agonist: 5; Giardia kill: 3

How did CCCCCCn1c(/C=C/c2ccccc2)nc2ccccc21 do in these assays?
TRPV1 agonist: inconclusive; Giardia kill: -16

How did CCOc1ccc(CN2C(=O)c3ccccc3Sc3ccc(C(=O)NCc4ccc(C)cc4)cc32)cc1 do in these assays?
TRPV1 agonist: 2; Giardia kill: 4

Results for CC(=O)N1CCCc2cc(S(=O)(=O)Nc3ccc(C)c(F)c3)ccc21 ?
TRPV1 agonist: 1; Giardia kill: 4

How did COc1ccc(Nc2nc3c(S(=O)(=O)c4ccccc4)nnn3c3ccc(Cl)cc23)cc1 do in these assays?
TRPV1 agonist: 3; Giardia kill: 16

What do the screens show for `O=C1CC(c2ccco2)CC2=C1C(c1cccnc1)n1nc(C(F)(F)F)nc1N2` (stereo not drawn)?
TRPV1 agonist: 8; Giardia kill: 3

What do the screens show for `CCc1ccc(NC(=O)CC2C(=O)N(c3ccc(Cl)cc3)C(=O)N2C2CCCC2)cc1` (stereo not drawn)?
TRPV1 agonist: 16; Giardia kill: 0

How did O=C(NCCc1nc2ccccc2n1Cc1ccccc1F)c1ccc(F)cc1 do in these assays?
TRPV1 agonist: inconclusive; Giardia kill: -2

Results for CC(C)(C)c1ccc(-c2nc(SCC(=O)Nc3ccc(Cl)cc3)[nH]c(=O)c2C#N)cc1 ?
TRPV1 agonist: 7; Giardia kill: -18

Results for CCC(=O)C1=C(c2ccc(OC)c(OC)c2)N(C(=O)CC)n2c(CC)nnc2S1 ?
TRPV1 agonist: 5; Giardia kill: -2

How did Cc1cc(OCCCn2c(CCNC(=O)C3CCCCC3)nc3ccccc32)ccc1Cl do in these assays?
TRPV1 agonist: 13; Giardia kill: 16

What do the screens show for `CCCSc1nnc2c(n1)OC(c1sccc1C)Nc1ccccc1-2` (stereo not drawn)?
TRPV1 agonist: 2; Giardia kill: 8

Results for CCOC(=O)CC(NS(=O)(=O)c1ccc2[nH]c3c(c2c1)CCCC3)c1ccccc1Cl (stereo not drawn) ?
TRPV1 agonist: 8; Giardia kill: 5

Results for Cc1ccc(N(C)S(=O)(=O)c2nnc(NC(=O)C3CCCCC3)s2)cc1 ?
TRPV1 agonist: 0; Giardia kill: 0

How did COc1ccc(OCC(=O)Nc2ccc(-c3nc4cc(C)c(C)cc4o3)cc2)cc1 do in these assays?
TRPV1 agonist: 3; Giardia kill: -6

Results for O=C(Nc1cccc2cccnc12)OCc1ccccc1 ?
TRPV1 agonist: 0; Giardia kill: -22

Sorted by heavy-atom count (highest first): some entries from above
How did COc1ccc(OCC(=O)Nc2ccc(-c3nc4cc(C)c(C)cc4o3)cc2)cc1 do in these assays?
TRPV1 agonist: 3; Giardia kill: -6

Results for CCC(=O)C1=C(c2ccc(OC)c(OC)c2)N(C(=O)CC)n2c(CC)nnc2S1 ?
TRPV1 agonist: 5; Giardia kill: -2

What do the screens show for `CCCSc1nnc2c(n1)OC(c1sccc1C)Nc1ccccc1-2` (stereo not drawn)?
TRPV1 agonist: 2; Giardia kill: 8

The results go on:
Results for Cc1ccc([C@H]2Nc3ccc(S(=O)(=O)Nc4cccc(Cl)c4C)cc3[C@H]3C=CC[C@H]32)cc1 ?
TRPV1 agonist: -1; Giardia kill: -22

How did Cc1ccc(NS(=O)(=O)c2ccc3[nH]c4c(c3c2)CCCCCC4)cc1C do in these assays?
TRPV1 agonist: -2; Giardia kill: 3

Results for COC(=O)C(=O)Nc1cccc2cccnc12 ?
TRPV1 agonist: 0; Giardia kill: -1

How did CCOC(=O)C1CCCN(c2c(C(=O)c3ccc(C)cc3)cnc3ccc(OCC)cc23)C1 (stereo not drawn) do in these assays?
TRPV1 agonist: inconclusive; Giardia kill: -12

What do the screens show for `Nc1c(C(=O)Nc2ccc(Br)cc2)sc2nc(-c3ccncc3)ccc12`?
TRPV1 agonist: 2; Giardia kill: 3

How did COc1ccc(OC)c(NC(=O)c2c(NCc3cccs3)sc3c2CCCC3)c1 do in these assays?
TRPV1 agonist: 1; Giardia kill: -2

Results for Oc1ccccc1C1C=C(c2ccc3c(c2)OCO3)NC(c2cccc(F)c2)N1 (stereo not drawn) ?
TRPV1 agonist: 14; Giardia kill: -19

Results for O=S(=O)(Nc1cccc2cccnc12)c1ccc2ccccc2c1 ?
TRPV1 agonist: 4; FBPA coupling cs: -16; Giardia kill: -2; Menin MLL FP TR: inconclusive

How did O=C(O)c1cc(=O)c2cccc(O)c2[nH]1 do in these assays?
TRPV1 agonist: 3; FBPA coupling cs: -1&-5; Giardia kill: 4; Menin MLL FP TR: -2%&-24%

How did Cc1ccccc1S(=O)(=O)N1C[C@H]2CON(C)[C@H]2C[C@H]1c1cccc(Br)c1 do in these assays?
Giardia kill: -15; hERG WT inh: -7

Results for Clc1ccccc1N=Nc1ccccn1 ?
Giardia kill: -16; hERG WT inh: -5

Results for O=c1oc(=O)c2ccccc2c2ccccc12 ?
Giardia kill: 6; hERG WT inh: -2

How did O=C(NCCc1ccccc1)c1cccc(NC(=O)C2CCCCC2)c1 do in these assays?
Giardia kill: -13; hERG WT inh: 2

Results for CC(C)=NNc1ncnc2nc[nH]c12 ?
Giardia kill: 3; hERG WT inh: 24

How did Nc1[nH]c(=O)nc2snnc12 do in these assays?
Giardia kill: -12; hERG WT inh: -15

How did CC(C)(C)OC(=O)N1CCCC(C(=O)Nc2cccc(C(=O)NC3CC3)c2)C1 (stereo not drawn) do in these assays?
Giardia kill: 5; hERG WT inh: -1

How did CC(=O)N1CCN(C(C)=O)c2ccccc21 do in these assays?
Giardia kill: 7; hERG WT inh: 14

Results for OCC1OC(n2cnc3c(=S)nc[nH]c32)CC1O (stereo not drawn) ?
Giardia kill: 4; hERG WT inh: 13

Results for CCC(C)(C)n1nnnc1CN1CCC(O)(c2cccc(C(F)(F)F)c2)CC1 ?
Giardia kill: -2; hERG WT inh: -9

How did COc1cccc(/C=C2/CCC(CN(C)C)C2=O)c1 (stereo not drawn) do in these assays?
Giardia kill: -21; hERG WT inh: -47

What do the screens show for `O=C1NC(=O)C2(CCCC2C(=O)O)N1` (stereo not drawn)?
Giardia kill: 22; hERG WT inh: -20

How did CC(C)(C)S(=O)(=O)N1C[C@@H]2CC/C=C\C/C(c3ccccc3)=C\2[C@H]1CCO do in these assays?
Giardia kill: 9; hERG WT inh: -7

Results for C[C@@H]1CN[C@@H](CCO)/C1=C\c1ccccc1 ?
Giardia kill: -9; hERG WT inh: -17

Results for Cc1ccc(C2NC(=O)c3ccccc3N2)c(C)c1 (stereo not drawn) ?
Giardia kill: -2; hERG WT inh: 36

How did Oc1ccccc1C=NN=CC=Cc1ccccc1 do in these assays?
Giardia kill: -8; hERG WT inh: 9

Results for CN(C)c1ncnc2c1C(c1ccccc1)C(C)(C)O2 (stereo not drawn) ?
Giardia kill: -5; hERG WT inh: -26

Results for O=C(CC(O)c1ccccc1)Nc1ccccn1 (stereo not drawn) ?
Giardia kill: 18; hERG WT inh: -2

What do the screens show for `CCOC(=O)c1cc2c(=O)n3cccc(C)c3nc2n(Cc2ccco2)c1=NC(=O)c1ccc(C)cc1`?
Giardia kill: -12; hERG WT inh: -23

Results for Cc1cc(C)c(S(=O)(=O)Oc2ccccc2[N+](=O)[O-])c(C)c1 ?
Giardia kill: -3; hERG WT inh: 57

Results for O=C(NN=Cc1cc(Cl)ccc1[N+](=O)[O-])c1cccc2ccccc12 ?
Giardia kill: 2; hERG WT inh: 3

Results for CSc1nc(N)nc2c1ncn2C1OC(CO)CC1O (stereo not drawn) ?
Giardia kill: 15; hERG WT inh: 7

How did O=c1[nH]c(=O)n(CCCc2ccccc2)cc1-c1ccccc1 do in these assays?
Giardia kill: -6; hERG WT inh: 8

What do the screens show for `CN1OC[C@@H]2CN(C(=O)CCc3ccccc3)[C@H](c3cccc(-c4ccc(C#N)cc4)c3)C[C@@H]21`?
Giardia kill: -9; hERG WT inh: -19

Results for CCC1(CC)C(=O)NC(=O)NC1=S ?
Giardia kill: 11; hERG WT inh: -2

What do the screens show for `CN(CC1CCCO1)S(=O)(=O)c1ccc(C(=O)Nc2ccccc2F)cc1` (stereo not drawn)?
Giardia kill: 2; hERG WT inh: 5

Results for O=C(NCCNC(=O)Nc1ccc(Cl)cc1)Nc1ccc(Cl)cc1 ?
Giardia kill: 1; hERG WT inh: 2

What do the screens show for `Cc1ccc(OCC(=O)O)c(O)c1`?
Giardia kill: 3; hERG WT inh: -4

Results for O=C1ON(Cc2ccccc2)C(c2ccccc2)N1c1ccccc1 (stereo not drawn) ?
Giardia kill: 7; hERG WT inh: 20

How did O=C(Nc1c(Br)cc2c(c1Br)Cc1ccccc1-2)C(F)(F)F do in these assays?
Giardia kill: -14; hERG WT inh: 13

What do the screens show for `Nc1nc2cc(Cl)c(Br)cc2o1`?
Giardia kill: -13; hERG WT inh: 4

What do the screens show for `O=C1[C@H](Cc2ccccc2)NCC=CC[C@H](c2ccc(Cl)cc2)N1Cc1ccc(Cl)cc1`?
Giardia kill: -17; hERG WT inh: -20

How did CC(C)(C)S(=O)N1Cc2ccc(CO)cc2[C@H]1CCO (stereo partly drawn) do in these assays?
Giardia kill: -7; hERG WT inh: -6

Results for NC(CSC1(c2cccc3ccccc23)c2ccccc2-c2ccccc21)C(=O)O (stereo not drawn) ?
Giardia kill: 12; hERG WT inh: -8

What do the screens show for `COc1ccc2c(c1)CCCC(Br)C2=O` (stereo not drawn)?
Giardia kill: -1; hERG WT inh: 17

Molecules listed so far containing fluorine (8):
Results for COc1cccc(CNC(=O)c2ccc3c(c2)N(Cc2ccc(F)cc2Cl)C(=O)c2ccccc2S3)c1 ?
TRPV1 agonist: inconclusive; Giardia kill: -18

Results for CC(=O)N1CCCc2cc(S(=O)(=O)Nc3ccc(C)c(F)c3)ccc21 ?
TRPV1 agonist: 1; Giardia kill: 4

What do the screens show for `O=C1CC(c2ccco2)CC2=C1C(c1cccnc1)n1nc(C(F)(F)F)nc1N2` (stereo not drawn)?
TRPV1 agonist: 8; Giardia kill: 3

How did O=C(NCCc1nc2ccccc2n1Cc1ccccc1F)c1ccc(F)cc1 do in these assays?
TRPV1 agonist: inconclusive; Giardia kill: -2

Results for Oc1ccccc1C1C=C(c2ccc3c(c2)OCO3)NC(c2cccc(F)c2)N1 (stereo not drawn) ?
TRPV1 agonist: 14; Giardia kill: -19

Results for CCC(C)(C)n1nnnc1CN1CCC(O)(c2cccc(C(F)(F)F)c2)CC1 ?
Giardia kill: -2; hERG WT inh: -9

What do the screens show for `CN(CC1CCCO1)S(=O)(=O)c1ccc(C(=O)Nc2ccccc2F)cc1` (stereo not drawn)?
Giardia kill: 2; hERG WT inh: 5

How did O=C(Nc1c(Br)cc2c(c1Br)Cc1ccccc1-2)C(F)(F)F do in these assays?
Giardia kill: -14; hERG WT inh: 13
